Screens: PubChem, NCI
Growth percent in the NCI-60 one-dose screen (48 h, 10 µM unless noted): 100 = growth as untreated, 0 = no growth, -100 = all killed.
SK-OV-3: SK-OV-3 ovarian cancer cells. actives 3.2% (n = 80,000). AID 1794785
NCI-H522: NCI-H522 lung cancer. actives 8% (n = 78,000). AID 1794739
NCI/ADR-RES: NCI/ADR-RES ovarian cells; actives 4.4% (n = 81,000)
COLO 205: COLO 205 colon cancer; AID 1794742; actives 7.3% (n = 79,000)
IGROV1: IGROV1 ovarian cancer. actives 4.7% (n = 79,000). AID 1794786
NCI-H23: NCI-H23 lung cancer. actives 4% (n = 80,000)
NCI-H460: NCI-H460 lung cancer; actives 6.8% (n = 82,000)
NCI-H322M: NCI-H322M lung cancer; actives 2.7% (n = 80,000); AID 1794733
NCI-H226: NCI-H226 lung cancer | actives 3.5% (n = 79,000)
Starred values were filed as active, the others as inactive; nt = not tested or not shown; & = joins results of further samples; [ ] = dose if it differs, or a comment. Rule for the calls: active = growth percent below 10; inactive = the rest.

SMILES | SK-OV-3 | NCI-H522 | NCI/ADR-RES | COLO 205 | IGROV1 | NCI-H23 | NCI-H460 | NCI-H322M | NCI-H226
C(=N\N1CCCCCC1)/c1cccc2ccccc12 | 102 | 124 | 108 | 110 | 106 | 102 | 109 | 110 | 97
O=C(c1cccnc1)c1cc(-c2ccccn2)c(=O)n2ccccc12 | 101 | 90 | 110 | 111 | 11 | 107 | 112 | 118 | 102
O=C1CCCc2c1ccc1ccccc21 | 106&96 | 110 | 101&115 | 109&108 | 121 | 96&102 | 102&101 | 103 | 92&96
COc1ccc(-c2nonc2-[n+]2noc(=O)[nH]2)cc1 | nt | 91 | 108 | 114 | 106 | 108 | 110 | 101 | nt
CCC(=O)N(CCC(C)C)c1ccccc1 | 109 | 95 | 109 | 105 | 107 | 106 | 106 | 104 | 100
O=[N+]([O-])c1ccccc1N=P(c1ccccc1)(c1ccccc1)c1ccccc1 | 108 | nt | 110 | 116 | 114 | 116 | 99 | 98 | 99
COc1cc(-c2cc(-c3ccc(Nc4ncnc5cc(Cl)ccc45)cc3)nc(N3CCOCC3)n2)cc(OC)c1OC | nt | 88 | 108 | 112 | 100 | 101 | 104 | 96 | 109
CCOC(=O)C(C#N)C1(C(C#N)C(=O)OCC)C(=O)Nc2ccccc21 (centres undefined) | 91 | 88 | 95 | 106 | 92 | 102 | 97 | 93 | 97
CCOC(=O)Cn1c(=O)c2c3ccccc3n(C)c2n2nnc(-c3ccccc3)c12 | 117 | 86 | 86 | 116 | 59 | 85 | 101 | 120 | 77
Cn1c(=O)c2c(ncn2CC(O)CO)n(C)c1=O (centres undefined) | 125&106&103 | 94&91&87 | 109&93&108 | 129&103&105 | 120&107&109 | 102&89&106 | 104&108&116 | 108&95&105 | 104&100&103
CC1=NN(c2cccc(Cl)c2)C(=O)/C1=C\c1coc2ccc(Br)cc2c1=O | 104 | 99 | 101 | 102 | 111 | 96 | 101 | 134 | 101
Cc1ccc2nc(COc3ccc(C(=O)NNC(=S)NC4CCCCC4)cc3)[nH]c2c1 | 103 | 76 | 98 | 129 | 107 | 89 | 94 | 97 | 102
C[C@@]1(CCO)C[C@H]1/C=C/c1ccccc1 | 115 | 80 | 94 | 95 | 101 | 91 | 105 | 89 | 101
Cc1ccc2cnc(N)c(C#Cc3cncc(C(=O)NCCN4CCCCC4)c3)c2c1 | 109 | 100 | 100 | 102 | 68 | 99 | 87 | 99 | nt
Cn1cc(-c2csc(-c3ccc4ccccc4c3)n2)c2cc(F)ccc21 | 37 | 83 | 114 | 110 | 103 | 99 | nt | nt | 90
CC(C)CCNC(=O)Cn1ccc(Nc2ccccc2)cc1=O | 100 | 94 | 107 | 107 | 104 | 109 | 107 | 96 | 102
Cc1cc2c(C(C)C)c(O)c(O)c(C=NCCCCC(=O)O)c2c(O)c1-c1c(C)cc2c(C(C)C)c(O)c(O)c(C=NCCCCC(=O)O)c2c1O | 64 | 23 | 74 | 41 | 42 | 34 | 24 | 46 | 85
COc1ccc(-c2cc(-c3cccc(Cl)c3)c(C#N)c(=O)[nH]2)c(OC)c1 | 114 | 91 | 91 | 121 | 92 | 92 | 99 | 96 | 101
CCCCCCCCCCCCCCCC(=O)O[C@@H]1[C@@H](O)[C@@H](O)C([C@H](NC(=O)[C@@H]2C[C@@H](CCC)CN2C)[C@H](C)Cl)O[C@@H]1SC (some centres undefined) | 98 | 130 | 112 | 103 | 101 | 102 | 110 | 98 | 91
O=C1CC(=Nc2ccc([N+](=O)[O-])cc2)NN1c1c(Cl)cc(Cl)cc1Cl | 113 | 95 | 105 | 119 | 95 | 105 | 108 | 101 | 102
c1ccc(CO[C@H]2CO[C@H]3[C@@H]2OC[C@H]3OCc2ccccc2)cc1 | 96 | 100 | 106 | 100 | 92 | 107 | 110 | 101 | 101
CSc1nc2[nH]c(N)nc(=S)c2[nH]1 | 101 | 80 | 102 | 112 | 122 | 101 | 104 | 121 | 97
NS(=O)(=O)c1ccc(Nc2nc(N=Nc3c(O)[nH]c4ccc(Cl)cc34)nc(Nc3ccccc3)n2)cc1 | 109 | 84 | 105 | 106 | 99 | 97 | 98 | 101 | 97
CCOC(=O)C(C#N)C(=N)C1C(=O)OC2CCCCC21 (centres undefined) | 106 | 116 | 111 | 108 | 115 | 109 | 109 | 94 | 112
CCOC(=O)c1c([N+](=O)[O-])c(C)[nH]c(=O)c1C#N | 118 | nt | 116 | 108 | 108 | 106 | 113 | 139 | 110
Further compounds follow:
SMILES | SK-OV-3 | NCI-H522 | NCI/ADR-RES | COLO 205 | IGROV1 | NCI-H23 | NCI-H460 | NCI-H322M | NCI-H226
O=[N+]([O-])c1ccc2c(c1)C(N1CCN(CCO)CC1)Cc1ccc(F)cc1S2 (centres undefined) | 100 | 66 | 87 | 86 | 64 | 93 | 104 | 72 | 93
CCOC(=O)CC1C(CN=[N+]=[N-])OC(n2cnc3c(NC(=O)Nc4ccccc4)ncnc32)C1O[Si](C)(C)C(C)(C)C (centres undefined) | 101 | 90 | 97 | 114 | 93 | 97 | 104 | 99 | 62
Cc1ccc(Oc2c(/C=N/NC(=O)Cn3c(=O)sc4ccccc43)c(C)nn2-c2ccccc2)cc1 | 67 | 47 | 50 | 42 | 44 | 51 | 52 | 67 | 62
N#CC(OC(=O)c1ccccc1)c1ccccc1 (centres undefined) | 115&111 | 84&111 | 105&108 | 118&116 | 110&120 | 99&102 | 100&105 | 104 | 99
CC(=O)O[C@]1(C(C)=O)CCC2C3C=C(Cl)C4=CC(=O)CC[C@]4(C)C3CC[C@@]21C (some centres undefined) | 97 | 43 | 76 | 111 | 95 | 83 | 96 | 92 | 88
C=C(C)/C([O-])=N/[N+](C)(C)CC(O)CCCCCCCCCCCC (centres undefined) | 80 | 63 | 82 | 97 | 69 | 76 | 92 | 105 | 63
CCN(CC)CCOC(=O)c1cccc(-c2ccccc2)c1OCCN(CC)CC | 116 | 96 | 105 | 112 | 117 | 103 | 106 | 110 | 100
O=C(Cn1cc(CO)nn1)Nc1nc(-c2ccc(Br)cc2)cs1 | 95 | 89 | 109 | 111 | 108 | 105 | 114 | 102 | 100
CC(c1ccccc1)N(C)C (centres undefined) | 103 | 98 | 105 | 103 | 152 | 110 | 107 | 92 | 95
Nc1c(C(=O)c2ccccc2)sc2nc(-c3cccs3)ccc12 | 35 | -26* | 4.0* | -22* | 47 | 37 | 12 | 51 | 64
COc1ccccc1/C=N\O | 117 | 82 | 98 | 114 | 106 | 94 | 111 | 99 | 109
C#CCOc1ccc(C(Nc2ccc(F)cc2F)c2nnnn2C2CCCCC2)cc1 (centres undefined) | 103 | 78 | 83 | 101 | 84 | 94 | 95 | 92 | 93
O=C(Oc1c(Cl)c(Cl)c(Cl)c(Cl)c1Cl)C1CCCN1C(=O)OCc1ccccc1 (centres undefined) | 46 | 12 | 28 | 36 | 37 | 33 | 13 | 40 | 68
FC(F)(F)c1cc(-c2ncc(-c3cc(C(F)(F)F)cc(C(F)(F)F)c3)c(NC3CCCCCC3)n2)cc(C(F)(F)F)c1 | 98 | 111 | 107 | 114 | 112 | 102 | 110 | 108 | 94
O=S(=O)(O)c1ccc(-c2nc3ccccc3[nH]2)cc1 | 92 | 69 | 98 | 105 | 107 | 105 | 106 | 126 | 101
C=CCN(CC=C)C(=O)Nc1cccc(C)c1 | 102 | 103 | 104 | 98 | 100 | 106 | 106 | 95 | 94
CCc1ccccc1-n1c(=O)c(C#N)c(-c2cc(OC)c(OC)c(OC)c2)c2c(N)[nH]nc21 | 99 | 89 | 108 | 100 | 102 | 101 | 102 | 97 | 99
CCCCCCCCCCCC(=O)OCCP(=O)(OCC)OCC | 101 | 97 | 103 | 105 | 105 | 98 | 106 | 97 | 106
CCOC(=O)C(Cc1ccccc1)n1c(O)c(C=Nc2cc(Cl)ccc2OC)sc1=S (centres undefined) | 92 | 57 | 98 | 103 | 87 | 88 | 103 | 99 | 94
COC(=O)c1c(C(=O)OC)c2n(CC(=O)Nc3cccc4cccnc34)c3ccccc3n2c1C(=O)c1ccc(Cl)cc1 | 105 | 91 | 100 | 116 | 97 | 98 | 106 | 96 | 90
O=c1[nH]c(-c2ccccc2)nc2[nH]ccc12 | 98 | 92 | 99 | 98 | 97 | 98 | 104 | 107 | 79
CCCCCCCCc1ccc(C(=O)Nc2ccc(C)cc2C(=O)O)cc1C | 100 | -0.6* | 96 | 114 | 98 | 100 | 93 | 99 | 89
C=C[C@@H]1C[C@@H]2Cc3ccccc3N1O2 | 114 | 120 | 106 | 116 | 121 | 99 | 107 | 112 | 109
COc1cc(NCCCCCCN)c2ncccc2c1 | 105 | 90 | 99 | 111 | 95 | 108 | 114 | 90 | 101
CSC1=Nc2c(c(C)c(-c3ccccc3)n2CCCCCC(=O)O)C2=NC(=O)CN12 | 124 | 101 | 104 | 104 | 86 | 108 | 108 | 101 | 105

An excerpt from above in order of length of the SMILES, rising:
SMILES | SK-OV-3 | NCI-H522 | NCI/ADR-RES | COLO 205 | IGROV1 | NCI-H23 | NCI-H460 | NCI-H322M | NCI-H226
COc1cc(NCCCCCCN)c2ncccc2c1 | 105 | 90 | 99 | 111 | 95 | 108 | 114 | 90 | 101
N#CC(OC(=O)c1ccccc1)c1ccccc1 (centres undefined) | 115&111 | 84&111 | 105&108 | 118&116 | 110&120 | 99&102 | 100&105 | 104 | 99
O=c1[nH]c(-c2ccccc2)nc2[nH]ccc12 | 98 | 92 | 99 | 98 | 97 | 98 | 104 | 107 | 79
O=S(=O)(O)c1ccc(-c2nc3ccccc3[nH]2)cc1 | 92 | 69 | 98 | 105 | 107 | 105 | 106 | 126 | 101
C=C(C)/C([O-])=N/[N+](C)(C)CC(O)CCCCCCCCCCCC (centres undefined) | 80 | 63 | 82 | 97 | 69 | 76 | 92 | 105 | 63
O=[N+]([O-])c1ccc2c(c1)C(N1CCN(CCO)CC1)Cc1ccc(F)cc1S2 (centres undefined) | 100 | 66 | 87 | 86 | 64 | 93 | 104 | 72 | 93
O=C(Oc1c(Cl)c(Cl)c(Cl)c(Cl)c1Cl)C1CCCN1C(=O)OCc1ccccc1 (centres undefined) | 46 | 12 | 28 | 36 | 37 | 33 | 13 | 40 | 68
Cc1ccc(Oc2c(/C=N/NC(=O)Cn3c(=O)sc4ccccc43)c(C)nn2-c2ccccc2)cc1 | 67 | 47 | 50 | 42 | 44 | 51 | 52 | 67 | 62
CC(=O)O[C@]1(C(C)=O)CCC2C3C=C(Cl)C4=CC(=O)CC[C@]4(C)C3CC[C@@]21C (some centres undefined) | 97 | 43 | 76 | 111 | 95 | 83 | 96 | 92 | 88
FC(F)(F)c1cc(-c2ncc(-c3cc(C(F)(F)F)cc(C(F)(F)F)c3)c(NC3CCCCCC3)n2)cc(C(F)(F)F)c1 | 98 | 111 | 107 | 114 | 112 | 102 | 110 | 108 | 94

Next part:
SMILES | SK-OV-3 | NCI-H522 | NCI/ADR-RES | COLO 205 | IGROV1 | NCI-H23 | NCI-H460 | NCI-H322M | NCI-H226
O=c1[nH]ccc2nc(N3CCC(O)CC3)nc(Nc3cccc(C(F)(F)F)c3)c12 | 32 | 52 | 33 | 36 | 71 | 62 | 73 | 102 | 57
COc1ccc2[nH]c(O)c(/C=c3/ccc4c(c3)N=C(c3ccc(C(F)(F)F)cc3)N=4)c2c1 | 112 | 90 | 85 | 102 | 55 | 82 | 54 | 76 | 97
NS(=O)(=O)c1ccc(NC(=O)c2ccccc2C(=O)O)cc1 | 103 | 68 | 103 | nt | 269 | 105 | 114 | 115 | 94
NC1=NC(c2ccccc2Cl)N=C(Nc2nn[nH]n2)N1 (centres undefined) | 123 | 102 | 104 | 116 | 115 | 106 | 108 | 111 | 105
Cc1ccc2nc(NC(=O)CSc3nc(-c4coc5ccccc5c4=O)c(C#N)c(=O)[nH]3)sc2c1 | 92 | 94 | 100 | 122 | 75 | 100 | 96 | 96 | 82
CCOC(=O)Cc1cnn(C)c1-n1c(-c2ccccc2)nc2cc(Cl)ccc2c1=O | 102 | 89 | 91 | 114 | 86 | 98 | 106 | 94 | 96
CCN(Cc1cccc(S(=O)(=O)O)c1)c1ccc(C(=C2C=CC(=[N+](CC)Cc3cccc(S(=O)(=O)O)c3)C=C2)c2ccc(O)c(S(=O)(=O)O)c2)cc1 | 113 | 92 | 102 | 119 | 111 | 99 | 105 | 115 | 120
O=S(=O)(NCCCNc1cc(-c2c(-c3cccc(O)c3)nc3sccn23)ccn1)c1ccc(F)cc1 | 82 | 80 | 98 | 81 | 77 | 97 | 83 | 105 | 76
COc1ccc(Cn2c(Br)c3c(c2-c2cc(OC)c(OC)c(OC)c2)CCc2sc(N)nc2-3)cc1 | 3.8* | -11* | 3.9* | -11* | 37 | 38 | 7.4* | 46 | nt
C#CCNC(=O)c1cc(C(=O)c2ccccc2)n2ccc(C)cc12 | 110 | 87 | 98 | nt | 103 | 104 | 101 | 99 | 97
CCNc1nc2cc(Nc3ccnc4cc(Cl)ccc34)ccc2o1 | 85 | 62 | 52 | 72 | 70 | 67 | 58 | 93 | 80
Cc1ccc2c(c1)-c1cc(C)nn1-c1ccc(C#N)cc1O2 | 53 | 15 | 40 | 66 | 65 | 78 | 60 | 81 | 75
CN1C(=O)N(C)C2Nn3c(s/c(=C\c4ccc([N+](=O)[O-])cc4)c3=O)=NC21 (centres undefined) | 100 | 85 | 99 | 107 | 101 | 99 | 108 | 95 | 100
CCCCOC(=O)c1cc(O)c(O)c(O)c1 | 85 | -1.2* | 74 | 101 | 56 | 88 | 59 | 86 | 97
OCC[C@@H]1C[C@@H]1c1cccs1 | 102 | 90 | 107 | 111 | nt | 95 | 103 | 104 | 98
CCCCCCCCCCCCCCCCCc1nc(-c2cc(OC)c(OC)c(OC)c2)no1 | 104 | 92 | 107 | 109 | 108 | 92 | 100 | 108 | 101
N/C(=N\O)c1ncc(-c2ccc(C(F)(F)F)cc2)c(NC2CCCCCC2)n1 | -18*[100 µM] | nt | -62*[100 µM] | -58*[100 µM] | -77*[100 µM] | -79*[100 µM] | -65*[100 µM] | -96*[100 µM] | -42*[100 µM]
